mHTT-CaM PPI inh – mutant huntingtin-calmodulin interaction inhibitors – biochemical, AlphaScreen, primary screen | P42858 | AlphaScreen His-mHTT/GST-CaM binding, luminescence | inhibition, % at 15 µM | 190,000 tested, 3.6% active | AID 1671202, 2021;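 further: 0% = both proteins with DMSO and 100% = one protein alone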
Pf apPOL block – Pf-apPOL inhibitors, biochemical, fluorescence; Recombinant Pf-apPOL, molecular beacon fluorescence, 1.5 h; inhibition, % at 10 µM; 210,000 tested, 0.25% active
* hit, by the source's call; . = no result given; & = joins results of further samples. No stated cut-off is given here; in the data, active means inhibition above about 50%; inactive means the rest.

no.	SMILES	mHTT-CaM PPI inh	Pf apPOL block
1	Cc1ccc(C(NC(=O)CN2C(=O)c3ccccc3C2=O)c2ccccc2)cc1 (stereo not given)	-4.7	1.1
2	N#Cc1c(N)nc(SCC(=O)Nc2cccc([N+](=O)[O-])c2)c(C#N)c1-c1ccc(F)cc1	28.0	-6.4
3	O=[N+]([O-])c1ccccc1OCCCOc1ncnc2ccccc12	-4.8	-1.4
4	Clc1ccc(C2CC(c3ccc4c(c3)OCO4)Nc3ncnn32)cc1 (stereo not given)	16.0	0.8
5	CCCCN(Cc1ccccc1)Cc1ccc([N+](=O)[O-])s1	18.2	-2.7
6	CCc1cccc(NC(=O)c2ccc(Cl)cc2Cl)c1	-31.0	-1.2
7	CCc1cccc(CC)c1NC(=O)CC(NCCC1=CCCCC1)C(=O)O (stereo not given)	-2.4	2.4
8	CC1=NN(c2ccccc2)C(=O)/C1=C/c1ccccc1	17.0	-4.8
9	O=C(c1ccccc1)N1CCN(C(=O)c2ccccc2)C1c1ccccc1	5.0	-9.8
10	Cc1noc(C)c1S(=O)(=O)NCCC1CCN(C(=O)c2ccc(F)cc2)CC1	45.4	-3.1
11	O=C(Nc1nc(CCC(=O)N2CCn3c2nc2ccccc23)cs1)c1ccc(F)cc1	3.9	-4.1
12	O=C(NCc1ccc(N2CCCCC2)nc1)c1c(F)cccc1F	8.3	3.6
13	O=C(NCc1cccc(Br)c1)c1nnc2ccc(-c3ccccc3)nn12	21.9	-1.8
14	Cc1cc(Br)ccc1OCC(=O)NCc1ccc2c(c1)OCO2	6.3	-1.3
15	Cc1n[nH]c(=O)nc1NCc1cccnc1	1.5	-0.9
16	COc1cccc2cc(C(N)=O)c(=Nc3cccc(C#N)c3)oc12	1.0	1.9
17	O=C(NCc1ccc(N2CCOCC2)nc1)c1ccccc1Br	-0.2	-1.7
18	COc1cc2c(cc1/C=C1\SC(=O)N(CCOc3ccc(F)cc3)C1=O)OCO2	2.0	7.3
19	C=CCC1CCCC(=O)N2CCCC12 (stereo not given)	0.6&-8.1	-8.4&-3.8
20	Cc1nn(-c2nc3ccccc3s2)c2c1C(c1ccc(F)cc1)CC(=O)N2 (stereo not given)	-6.6	-0.5
21	Cc1cc(Br)ccc1N1C(=O)CCC1=O	-5.0	2.3
22	CN(C)C(CNC(=O)C(=O)Nc1cc(F)ccc1F)c1ccccc1Cl (stereo not given)	-5.8	-3.1
23	Cc1ccc(CNC(=O)c2nnn(-c3cccc(C(F)(F)F)c3)c2N)cc1	-3.0	-5.7
24	O=C(CCc1ccccc1)NCC1(O)CCCC1	-1.6	-7.6
25	O=C(Nc1cc(Cl)ccc1Cl)c1ccc(Br)o1	-8.5	-14.4

In the list so far, 4 contain a Cl atom.
no.	SMILES	mHTT-CaM PPI inh	Pf apPOL block
4	Clc1ccc(C2CC(c3ccc4c(c3)OCO4)Nc3ncnn32)cc1 (stereo not given)	16.0	0.8
6	CCc1cccc(NC(=O)c2ccc(Cl)cc2Cl)c1	-31.0	-1.2
22	CN(C)C(CNC(=O)C(=O)Nc1cc(F)ccc1F)c1ccccc1Cl (stereo not given)	-5.8	-3.1
25	O=C(Nc1cc(Cl)ccc1Cl)c1ccc(Br)o1	-8.5	-14.4

(listing goes on)
no.	SMILES	mHTT-CaM PPI inh	Pf apPOL block
26	CCOc1ccc2c(c1)-c1c(sn(-c3ccc(OC)cc3)c1=S)C(C)(C)N2	94.2*	.
27	Cc1ccc(CCNC(=O)C2CC(=O)N(C3CCCC3)C2)cc1 (stereo not given)	0.3	-0.9
28	O=C(CSc1nc2[nH]ncc2c(=O)n1-c1ccc(F)c(Cl)c1)NC1CCCCNC1=O (stereo not given)	5.0	-2.3
29	CCOc1ccc(NC(=O)C2CCCN(C(=O)c3ccccc3F)C2)cc1 (stereo not given)	30.0	-39.3
30	Cc1cc([N+](=O)[O-])ccc1N/C=C/C(=O)c1ccco1	7.8	3.3
31	COc1cc(OC)c(NC(=O)N2CCCC2c2ccccc2F)cc1Cl (stereo not given)	-0.8	-4.9
32	COc1ccc(/C=C/C(=O)NCCc2cc3ccc(C)c(C)c3[nH]c2=O)cc1OC	12.0	-5.3
33	O=C(OCCN1CCN(C2CN(Cc3cn(Cc4ccccc4C(F)(F)F)nn3)S(=O)(=O)C2)CC1)c1cc2ccccc2o1 (stereo not given)	2.1	-0.8
34	O=[N+]([O-])c1ncn(Cc2cccc(Br)c2)n1	-2.8	3.4
35	COc1ccc(C(CC(=O)N2CCCCC2)c2c(OC)cc(OC)c3ccc(=O)oc23)cc1 (stereo not given)	33.5	-3.6
36	Cc1nc2c(C(=O)NC3CCCC3)cnn2c(C)c1Cc1cccc(Cl)c1	79.0*	-7.4
37	Cc1nc(C(F)(F)F)ccc1NC(=O)C(F)(F)Sc1ccccc1	.	1.8
38	CCc1ccc(C(=O)N2CCC(COc3ccc(C(=O)N4CCOCC4)cc3)CC2)cc1	8.1	-0.5
39	COc1cccc(C2CC(=O)C3=C(C2)Nc2ccccc2NC3c2ccc(C)s2)c1 (stereo not given)	28.0	-6.1
40	Cc1cc(CNC(=O)C(=O)NCc2cccs2)c(C)o1	-4.1	-5.2
41	COc1cccc(Oc2nc3c(c(=O)n(C)c(=O)n3C)n2Cc2ccc(Cl)cc2)c1	-1.0	2.1
42	Cc1ccc(-n2nc(C)c3sc(N4CCC(NC(=O)c5cccs5)CC4)nc32)cc1	1.0	-3.8
43	COc1ccc(-c2cc3nc4c(c(=O)n3[nH]2)CN(C(=O)NCc2ccc(F)cc2)CC4)cc1	58.4*	9.7
44	Cc1ccc(C)c(C(Nc2ccccn2)c2ccc3cccnc3c2O)c1 (stereo not given)	97.0*	3.9
45	O=[N+]([O-])c1ccc(N2CCOCC2)cc1NCc1ccccc1	8.7	16.0
46	CCn1c(N2CCC(C(=O)N3CCN(c4ccccc4F)CC3)CC2)cc(=O)n(C)c1=O	61.9*	0.4
47	COc1cc(C=Nc2sc3c(c2C#N)CCCC3)ccc1OCC(=O)O	10.0	-4.1
48	Cc1cccc2nc(-c3cc4ccccc4s3)oc(=O)c12	.	-10.5
49	CCN(CCCNC(=O)Cn1cc2c(n1)CCCC2)Cc1ccccc1	5.3	-0.7
50	CCCn1c(C2CCN(C(=O)Nc3cccc(F)c3)C2)nc2cccnc21 (stereo not given)	-1.2	-7.3
51	CCOc1ccc(-c2ccc(SCc3ccccn3)nn2)cc1	-0.4	0.2
52	COCCCNC(=O)C1CCN(c2cncnc2N2CCCCC2)CC1	5.0	-1.0
53	COc1ccccc1NC(=O)c1ccc(Cc2ccc(C)cc2)o1	-12.3	-7.0
54	N#CCN(CC#N)C(=O)c1ccco1	-5.7	.
55	O=C(C=Cc1ccco1)c1ccc(NC(=O)C23CC4CC(CC(C4)C2)C3)cc1	37.9	32.5
56	Cn1c(=O)c(C(N)=NOC(=O)c2ccccc2Cl)cn(-c2ccccc2)c1=O	.	-7.8
57	CCC1CCCCN1C(=O)c1nn2c(c1Cl)NC(c1ccco1)CC2C(F)(F)F (stereo not given)	16.0	2.6
58	O=C(Nc1ccccc1Oc1ccccc1)C(F)(F)F	-9.0	0.3
59	Oc1cccc2ccc(Oc3cccc4cccnc34)nc12	2.0	-3.2
60	COc1ccc(NC(=O)CCN2CCN(CCO)CC2)c(OC)c1	-3.0	-6.2
61	CCC(CC)C(=O)N1CCCC(c2ccnc(-c3ccc(F)cc3)n2)C1 (stereo not given)	38.8	-3.3
62	O=C(Nc1ccccc1Cl)N1CCCC(c2nnc(C(F)(F)F)o2)C1 (stereo not given)	-9.9	-3.1
63	COc1ccc(-c2c(C)cc3oc(=O)cc(-c4ccccc4)c3c2C)cc1	-8.9	-8.4
64	N#Cc1ccc(Cl)cc1NC(=O)C(=O)NCC(O)C1CCCCC1 (stereo not given)	-7.8	-1.8
65	COc1ccc(-n2nc3c(c2NC(=O)c2ccc(F)cc2)CS(=O)C3)cc1 (stereo not given)	-2.0	0.3
66	O=C(Nc1cnc(N2CCCCC2)nc1)c1ccccc1Cl	-4.1	-2.6
67	Cc1c(C2CCN(C(=O)c3cccs3)CC2)noc1N	1.6	3.3
68	CCOc1ccc(-c2cn(-c3ccc(Cl)cc3)c(=O)[nH]2)cc1	5.0	-5.8
69	COc1cc2oc(=O)cc(-c3ccc(-c4ccc(F)c(Cl)c4)cc3)c2c(OC)c1OC	-5.1	-0.3
70	CCCCN(CC)CCCNC(=O)c1csc2c1CCCCC2	2.2	-1.1
71	COCCCn1cc(CN2CC=CS2(=O)=O)nn1	-4.5	6.2
72	COc1cccc(C(=O)Nc2c3c(nc4c2CCC4)CCCC3)c1	7.0	-1.6
73	CCN1CCN(S(=O)(=O)c2ccc3nc(-c4ccccc4)[nH]c3c2)CC1	0.0	-6.7
74	COc1ccc(CNc2nc(-c3cccs3)cc(C(F)(F)F)n2)cc1	-158.0	-3.7
75	O=C1OC(c2ccc(Cl)cc2Cl)=N/C1=C\c1cccs1	6.0	-1.3

Whole records, looked up by structure. Screens in order: mHTT-CaM PPI inh | Pf apPOL block
Record of CCC(CC)C(=O)N1CCCC(c2ccnc(-c3ccc(F)cc3)n2)C1 (stereo not given) = 38.8 | -3.3
Record of COc1ccc(-n2nc3c(c2NC(=O)c2ccc(F)cc2)CS(=O)C3)cc1 (stereo not given) = -2.0 | 0.3
Record of COc1cc2oc(=O)cc(-c3ccc(-c4ccc(F)c(Cl)c4)cc3)c2c(OC)c1OC = -5.1 | -0.3
Record of Cn1c(=O)c(C(N)=NOC(=O)c2ccccc2Cl)cn(-c2ccccc2)c1=O = . | -7.8

Going on with the list.
no.	SMILES	mHTT-CaM PPI inh	Pf apPOL block
76	Cc1ccc(C(=O)NC(C)C(=O)N2CCN(c3ccccn3)CC2)cc1 (stereo not given)	2.0	-1.9
77	Cc1ccc(C2(c3ccc(O)cc3)CCCCC2)cc1	40.8	4.0
78	O=C(Cc1cccs1)N1CCN=C1SCc1ccccc1	-3.0	-2.3
79	O=C(Nc1cnc(N2CCCC2)nc1)c1cccc(Cl)c1	-0.2	-2.6
80	O=[N+]([O-])c1ccc(S(=O)(=O)c2ccccc2)c(Cl)c1	.	19.1
81	O=C(OCC(O)CO)c1ccccc1O (stereo not given)	.	-10.0
82	CCOC(=O)c1cc(-c2ccccc2)sc1NC(C)=O	-15.4	1.3
83	Cn1c(C(=O)NCc2cc(F)ccc2F)cc2ccncc21	-1.8	-0.7
84	COc1cccc(NC(=O)N2C(=O)C(=O)c3cc(Br)ccc32)c1	73.0*	28.2
85	O=C(c1ccco1)N1CCN(c2ccc([N+](=O)[O-])c(NCc3ccco3)c2)CC1	-6.0	-6.9
86	O=C(c1ccc(F)c(Cl)c1)N1CCN(c2cc(-c3cccnc3)[nH]n2)CC1	-2.0	-7.4
87	O=C(NCc1ccccc1Cl)c1cn2ccncc2n1	-1.8	-2.0
88	Cc1ccc(C)c(OCC(O)CN2CC(C)OC(C)C2)c1 (stereo not given)	4.5	-4.8
89	CCC(=O)Oc1ccc2c(c1)OC(=Cc1cc(Br)ccc1OC)C2=O	15.9	0.1
90	O=C(Nc1ccc(Br)cc1)c1ccc(F)cc1	-12.5	-12.4
91	CN1/C(=C\C(=O)c2cccc([N+](=O)[O-])c2)C(C)(C)c2ccccc21	-1.0	-3.5
92	Cc1ccc(OC(=O)OCC(C)C)c(Br)c1	-18.0	3.9
93	CCOc1cccc2c1OC1(C)CC2NC(=O)N1c1cccc(SC)c1 (stereo not given)	9.0	-11.6
94	COc1cc(SC)ccc1C(=O)Nc1ccccn1	9.5	12.7
95	COc1ccc(C)cc1NC(=O)CCN1C(=O)c2ccncc2C1=O	4.0	-2.6
96	Cc1ccc(N=C2c3ccccc3C(=O)C2[N+](=O)[O-])c(C)c1 (stereo not given)	0.0	-0.4
97	CCCN(CCC)S(=O)(=O)c1cc(Br)cc2c1N(C(C)=O)C(C)C2 (stereo not given)	23.0	1.3
98	C=CCn1c(=O)c2c(ncn2Cc2ccccc2F)n(-c2ccc(F)cc2)c1=O	0.8	-2.7
99	CCOC(=O)C1=C(C)NC(=O)NC1c1coc2ccccc2c1=O (stereo not given)	.	2.6
100	CC(C)(C)NC(=O)CN(Cc1ccccc1)S(=O)(=O)c1ccccc1	-2.6	0.5
101	COc1ccc(NC(=O)C2CCN(c3c(C#N)cnc4ccccc34)CC2)cc1	2.0	0.1
102	Clc1cccc(C2OCC3(CO2)COC(c2cccc(Cl)c2)OC3)c1 (stereo not given)	-11.0	-0.8
103	CC(C)CC(=O)N1CCN(Cc2noc3ccccc23)CC1	2.8	1.1
104	O=C(COc1ccc(F)cc1F)NCCOc1ccc(F)cc1	-19.6	-5.8
105	CC1NC(=O)NC1CCCCC(=O)O (stereo not given)	0.1	0.8
106	N#Cc1c(-c2ccc3c(c2)OCO3)nc(N2CCCCC2)[nH]c1=O	62.0*	4.7
107	CCOc1nccnc1N1CCC(NC(=O)Cc2c(C)noc2C)C1 (stereo not given)	3.5	-1.6
108	CN(CCCNC(=O)C1CCN(c2ccc(N3CCCC3)nn2)CC1)Cc1ccccc1	23.3	-4.8
109	CC1CCC(C(=O)NC(C(=O)N2CCN(c3ccccn3)CC2)C(C)C)CC1 (stereo not given)	-4.0	-5.1
110	Clc1ccc(-c2csc(-c3ccc(-c4csnn4)cc3)n2)s1	.	1.2
111	Cn1cnnc1C1CCCN(Cc2ccc(Br)s2)C1 (stereo not given)	23.1	2.7
112	CCCN1C(=O)C(CC(=O)N2CCCC(C)C2)Sc2ncccc21 (stereo not given)	-1.7	-2.7
113	CC(C)(C)C(=O)NCCSc1c[nH]c2ccccc12	3.0	-5.4
114	CCN(CC)c1ccc(N=Nc2ccc(Br)cn2)c(O)c1	.	-87.9
115	CCN(CC)CCNC(=O)C1CCN(c2nc3cccnc3s2)CC1	7.3	2.0
116	CCOc1ccccc1NC(=O)C(CC)Sc1nc2ccsc2c(=O)n1CCC(=O)O (stereo not given)	20.0	-6.2

Compound activity deposited in PubChem BioAssay by University of Kansas High Throughput Screening Laboratory.

Some of the compounds tested, so the mix of outcomes need not match the whole.
